Tb PYK inh = inhibitors of Trypanosoma brucei pyruvate kinase. Q57TT1. Potency, µM (top dose mostly 76.8 µM), for inactives: top-dose activity, negative = inhibition, most hits filed as inhibitors. actives 0.12% (n = 410,000). AID 624173. TbPYK enzyme, Kinase-Glo Plus ATP luminescence, 45 min; note: potency is the fitted concentration of half-maximal effect; % is set by controls: 0 for no effect and ±100 for the full control effect; nearly all actives have a fitted effect of over 50% in size
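T. brucei PYK with substrate was exposed to pin-transferred compounds across a concentration series, then started with 130 uM ADP (final). After 45 min at room temperature, Kinase-Glo Plus luminescence was read, normalized and curve-fitted.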
AmpC inh no detg = AmpC beta-lactamase inhibition without detergent; P00811; AmpC nitrocefin hydrolysis, absorbance 480 nm, 0.0001% Triton; Potency, µM (doses to about 57.1 µM), for inactives: top-dose activity change, negative = inhibition, most hits filed as inhibitors; actives 0.52% (n = 330,000);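 note: potency is the fitted concentration of half-maximal effect; plate controls were no compound for no effect and no enzyme for full effect; nearly all actives have a fitted effect of over 20% in size; some results filed as inactive show a strong effect at the top dose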
Target sequence (P00811 whole entry, looked up): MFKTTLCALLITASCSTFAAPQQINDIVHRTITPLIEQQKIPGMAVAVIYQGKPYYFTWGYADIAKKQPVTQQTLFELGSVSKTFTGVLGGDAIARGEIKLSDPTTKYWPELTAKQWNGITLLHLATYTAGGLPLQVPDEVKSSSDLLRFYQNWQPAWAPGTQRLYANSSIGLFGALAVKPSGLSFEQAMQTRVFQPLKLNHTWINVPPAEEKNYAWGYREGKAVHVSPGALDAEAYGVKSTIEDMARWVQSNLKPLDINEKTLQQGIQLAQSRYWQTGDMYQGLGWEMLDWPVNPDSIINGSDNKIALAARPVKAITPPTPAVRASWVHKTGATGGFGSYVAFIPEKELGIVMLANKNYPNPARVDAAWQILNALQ
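AmpC (5.3 nM in the dispensed reagent) in 20 mM phosphate pH 7.0 with 0.01% (detergent screen) or 0.0001% Triton X-100 was preincubated with compounds for 15 min at room temperature. Nitrocefin was then added from an 800 uM solution, and hydrolysis was followed at 480 nm.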
Shiga toxin inh = Shiga toxin inhibition | Vero cells, Shiga toxin protein synthesis inhibition reporter | inhibition, % at 38.7 µM | actives 9.2% (n = 290,000); in the data active = inhibition mostly above about 28%, no sharp cut-off; inactive = mostly below about 43%; note: 0% is about no effect
LmPK inhibitor = LmPK (Leishmania mexicana) enzyme inhibition; purified LmPK, Kinase-Glo ATP luminescence, 1 h; Potency, µM (doses to about 57.5 µM), for inactives: top-dose activity change, negative = inhibition, hits mostly inhibitors; actives 0.37% (n = 290,000); AID 1721; note: potency is the fitted concentration of half-maximal effect; % is set by controls: 0 for no effect and ±100 for the full control effect
Target sequence (Q27686 whole entry, looked up): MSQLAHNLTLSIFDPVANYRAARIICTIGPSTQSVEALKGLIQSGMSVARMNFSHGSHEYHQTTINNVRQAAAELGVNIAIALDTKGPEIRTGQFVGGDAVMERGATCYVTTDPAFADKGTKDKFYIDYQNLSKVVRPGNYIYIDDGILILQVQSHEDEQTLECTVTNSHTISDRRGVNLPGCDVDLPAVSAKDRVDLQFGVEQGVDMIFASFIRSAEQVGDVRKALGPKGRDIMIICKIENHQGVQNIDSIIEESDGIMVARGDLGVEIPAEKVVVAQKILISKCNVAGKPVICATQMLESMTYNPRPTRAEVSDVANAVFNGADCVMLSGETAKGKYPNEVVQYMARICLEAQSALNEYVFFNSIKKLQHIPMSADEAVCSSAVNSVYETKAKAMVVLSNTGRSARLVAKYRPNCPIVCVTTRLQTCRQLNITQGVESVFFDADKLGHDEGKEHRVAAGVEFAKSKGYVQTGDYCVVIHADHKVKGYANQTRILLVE
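In 50 mM imidazole pH 7.2 with 7 mM MgCl2, LmPK (0.1 nM) turned over PEP (0.5 mM) and ADP (0.1 mM) for 1 h at room temperature. Luciferase read-out of ATP.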
Pf growth 96h = P. falciparum growth inhibition at 96 hours; P. falciparum luciferase reporter growth, 96 h; Potency, µM (top dose mostly 28.7 µM), for the others: at the top dose activity change, negative = inhibition, usual class: inhibitors; actives 6.9% (n = 320,000); AID 504834; note: potency is the fitted concentration of half-maximal effect; % is set by controls: 0 for no effect and ±100 for the full control effect
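Two parasite generations (96 h, 37 C, 5% CO2) of compound exposure in infected erythrocytes (0.05% parasitemia, 2% hematocrit). Luciferase-reporter P. falciparum; decreased luminescence indicates inhibited growth, aimed at apicoplast-acting delayed death.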
Cycloheximide cs = affects cycloheximide protein synthesis inhibition readout, counter-screen. AID 2314. max response, %. cell reporter, cycloheximide protein synthesis inhibition counterscreen. actives 12% (n = 300,000); in the data active = max response mostly above about 13%, no sharp cut-off; inactive = mostly below about 14%; note: read at 38.3 µM for the half of the compounds with a filed dose; 0% is about no effect
Pf growth 48h = P. falciparum growth inhibition at 48 hours (one generation) | P. falciparum luciferase growth in erythrocytes, 48 h | Potency, µM (series often up to 28.7 µM), without a hit: at the highest dose activity change, negative = inhibition, usual class: inhibitors | actives 5.9% (n = 310,000) | AID 504832; note: potency is the fitted concentration of half-maximal effect; % is set by controls: 0 for no effect and ±100 for the full control effect
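Growth was read as firefly luciferase luminescence after a 48 h, 37 C, 5% CO2 exposure of compounds to reporter-bearing P. falciparum cultures (0.1% parasitemia, 2% hematocrit final) in Albumax-supplemented RPMI 1640.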
An asterisk follows results filed as active; ? = inconclusive; · = no result given; & = joins results of further samples; [ ] = remark or other dose. Unless noted, calls come from the whole dose curve; as a rule, active = well fitted curve in the direction sought with a large enough effect; inconclusive = small, poorly fitted or top-dose-only effect, or another doubt; inactive = no such curve, though single readings can be large; an effect the other way counts as inactive or inconclusive.

SMILES	Tb PYK inh	AmpC inh no detg	Shiga toxin inh	LmPK inhibitor	Pf growth 96h	Cycloheximide cs	Pf growth 48h
O=C(Nc1ccccc1)c1ccsc1	-5.9%	-24.6%	54.3	-1.9%	28.8%	27.0*	33.3%[activator]
CC1CCN(Cc2c(C(=O)O)nnn2-c2nonc2N)CC1	-0.4%	1.0%	3.8	4.0%	1.47µM*	-1.0	18.7%
CCNc1nc(NCC)nc(N(C)/N=C/c2ccco2)n1	9.6%	-21.7%	-6.4	5.0%	1.47µM*	5.2	?
S=C(NCCN1CCCCC1)Nc1ccc(Br)cc1	-3.5%	-9.2%	4.1	4.8%	?	3.7	?
CN1CCN(c2nc3c(c(=O)[nH]c(=O)n3C)n2CCSc2nc3ccccc3s2)CC1	-8.5%	-10.7%	-7.0	0.3%	?	-0.9	0.3%
COc1ccc(C2C=C(c3ccc(Br)cc3)Nc3nc(N4C(=O)CCC4=O)nn32)cc1 (stereo not given)	2.4%	-13.5%	-6.1	2.2%	?	0.4	·
COCCNC(=O)C(C)N(c1ccc(Oc2ccccc2)cc1)S(C)(=O)=O (stereo not given)	1.1%	29.1%	2.0	2.1%	-18.1%	-0.9	11.9%
O=C(NNC(=S)Nc1ccc(Cl)c(Cl)c1)c1cccc([N+](=O)[O-])c1	-12.2%	-51.2%	9.6	7.3%	25.2%	1.9	3.2%
CCCSc1ccc([C@@H]2[C@H]3C(=O)N(CC)C(=O)[C@H]3[C@]3(C(=O)OC)CCCCN23)cc1	4.8%	114.7%[activator]	·	·	7.38µM*	·	13.1µM*
N#CC(c1ccc(Cl)cc1)c1ccc(Cl)nn1 (stereo not given)	2.4%	-24.1%	-9.2	2.0%	?	-2.0	·
COc1ccc(S(=O)(=O)N(C)C)cc1NC(=O)Cc1c[nH]c2ccccc12	-4.1%	22.4µM*	1.1	1.2%	?	-1.8	?
CCOc1ccc2nc(SCCNS(=O)(=O)c3ccccc3)sc2c1	9.4%	-30.0%	-4.7	2.2%	41.6%[activator]	1.5	-15.9%
CCOC(=O)C1=C(C)N(C)C(C)=C(C(=O)OCC)C1c1cccnc1	-0.3%	271.5%[activator]	-2.3	-2.1%	?	-2.4	?
Cc1ccccc1S(=O)(=O)c1cc2ccccc2nc1N	2.8%	-6.5%[2.29 µM]	-6.7	-2.5%	?	-3.3	-2.7%
CCCC(=O)Nc1ccc(NC(=O)C2CC2)cn1	3.3%	-15.0%	17.2	-0.7%	·	26.3*	32.2%[activator]
O=C(Nc1nnc(C2CC2)s1)C1Cc2ccccc2CN1S(=O)(=O)c1cccs1 (stereo not given)	-1.0%	-19.7%	74.7*	0.4%	?	17.2*	?
COc1ccc(OC)c(C2=NO[C@@H]3C(=O)N(c4cc(Cl)ccc4OC)C(=O)[C@H]23)c1	-1.6%	-17.1%	-10.8	11.8%	·	-4.9	-8.6%
Cc1nn(-c2ccc(F)cc2)c(Cl)c1/C=C/C(=O)OCC(=O)Nc1c(F)c(F)c(F)c(F)c1F	0.7%	-46.5%	-19.1	-1.5%	-6.4%	-5.1	10.5%
O=C(CCNS(=O)(=O)c1ccc(Br)cc1)NC1CCN(Cc2ccccc2)CC1	-0.4%	32.1%	-14.0	-2.9%	8.0%	-1.2	0.9%
COCc1nnc(SCC(=O)Nc2cccc(Cl)c2C)n1-c1ccccc1	-3.8%	2.4%	39.3	-0.5%	7.5%	-1.6	-4.2%
Cc1cccc(C)c1NC(=O)c1cc2c(=O)c3ccccc3oc2nc1C(F)(F)F	-8.7%	-6.3%	41.3	7.7%	?	-1.4	21.6%
CCOC(=O)c1cccc(NC(=O)c2ccc(N(C)C)cc2)c1	-8.7%	-36.0%	108.3*	-2.1%	30.9%[activator]	67.9*	161.5%[activator]
CCC(NS(=O)(=O)c1ccc2c(c1)NC(=O)C(C)C(=O)N2)c1cccs1 (stereo not given)	-10.2%	-19.8%	3.2	1.0%	20.6%	-2.3	38.3%[activator]
O=C(O)c1cc2cc(OCc3ccccc3)ccc2[nH]1	-0.1%	-26.3%	7.2	0.2%	46.4%[activator]	5.2	0.1%
Cc1cc(C(=O)N2CCN(c3ncccn3)CC2)cs1	-0.2%	-3.0%	-17.7	-0.3%	10.4%	-2.7	11.1%

A few values from the list.
LmPK inhibitor with `COCc1nnc(SCC(=O)Nc2cccc(Cl)c2C)n1-c1ccccc1` = -0.5%
LmPK inhibitor with `Cc1cc(C(=O)N2CCN(c3ncccn3)CC2)cs1` = -0.3%
Pf growth 48h with `CCCC(=O)Nc1ccc(NC(=O)C2CC2)cn1` = 32.2%[activator]
Pf growth 48h with `O=C(CCNS(=O)(=O)c1ccc(Br)cc1)NC1CCN(Cc2ccccc2)CC1` = 0.9%
Pf growth 96h with `CCCSc1ccc([C@@H]2[C@H]3C(=O)N(CC)C(=O)[C@H]3[C@]3(C(=O)OC)CCCCN23)cc1` = 7.38µM*
Tb PYK inh with `O=C(Nc1nnc(C2CC2)s1)C1Cc2ccccc2CN1S(=O)(=O)c1cccs1` (stereo not given) = -1.0%

Back to the main list with the 6 entries that preceded the break.
SMILES	Tb PYK inh	AmpC inh no detg	Shiga toxin inh	LmPK inhibitor	Pf growth 96h	Cycloheximide cs	Pf growth 48h
COCc1nnc(SCC(=O)Nc2cccc(Cl)c2C)n1-c1ccccc1	-3.8%	2.4%	39.3	-0.5%	7.5%	-1.6	-4.2%
Cc1cccc(C)c1NC(=O)c1cc2c(=O)c3ccccc3oc2nc1C(F)(F)F	-8.7%	-6.3%	41.3	7.7%	?	-1.4	21.6%
CCOC(=O)c1cccc(NC(=O)c2ccc(N(C)C)cc2)c1	-8.7%	-36.0%	108.3*	-2.1%	30.9%[activator]	67.9*	161.5%[activator]
CCC(NS(=O)(=O)c1ccc2c(c1)NC(=O)C(C)C(=O)N2)c1cccs1 (stereo not given)	-10.2%	-19.8%	3.2	1.0%	20.6%	-2.3	38.3%[activator]
O=C(O)c1cc2cc(OCc3ccccc3)ccc2[nH]1	-0.1%	-26.3%	7.2	0.2%	46.4%[activator]	5.2	0.1%
Cc1cc(C(=O)N2CCN(c3ncccn3)CC2)cs1	-0.2%	-3.0%	-17.7	-0.3%	10.4%	-2.7	11.1%
CC(=O)Nc1ccc(S(=O)(=O)N2CCn3cccc3C2C)cc1 (stereo not given)	0.4%	34.8%	·	·	-27.5%	·	?
Cc1sc(NC(=O)c2ccccc2)c(C(c2ccc(Cl)cc2)N2CCN(CCO)CC2)c1C (stereo not given)	-3.4%	421.0%[activator]	17.6	1.7%	8.28µM*	3.1	8.28µM*
CCC(NC(=O)c1ccc(C#CC2(O)CCCCC2)cc1)C(=O)O (stereo not given)	-3.4%	-17.7%	23.9	-0.7%	31.1%[activator]	-2.6	7.0%
O=C(Nc1ccc(O)cc1)C1CC=CCC1 (stereo not given)	-2.2%	-27.7%	23.5	-4.9%	19.0%	2.3	?
CCOC(=O)c1sc(NC(=O)c2ccc(OC)cc2)nc1C	-7.6%	8.5%	6.8	-11.4%	?	5.4	81.0%[activator]
Cc1nn(CC(=O)O)c(C)c1C	-11.3%	27.1%	16.9	5.6%	·	4.0	6.6%
C=CCSc1nnc(-c2cc3c(-c4ccccc4)nn(C)c3s2)n1C	-15.3%	116.7%[activator]	-8.6	-3.8%	?	-3.6	?
O=C(NCCc1ccccc1)C(=O)NCC1OCCN1S(=O)(=O)c1ccc2c(c1)OCCO2 (stereo not given)	3.5%	120.0%[activator]	-18.5	-7.5%	?	5.2	12.7%
CCn1cc([N+](=O)[O-])c(C(=O)Nc2ccc3c(c2)OCCO3)n1	-18.9%	-16.5%	46.6*	-28.8%	12.5%	38.3*	156.9%[activator]
CC(=O)Nc1ccc(S(=O)(=O)N2CCN(C(=O)c3ncoc3-c3ccc(F)cc3)CC2)cc1	-3.3%	20.2%	-13.5	1.4%	?	-4.4	-9.4%
Cc1cc(/C=C2\C(=O)NC(=O)N(c3ccc(Br)cc3)C2=O)c(C)n1-c1cc(C(=O)O)cc(C(=O)O)c1	-10.2%	-35.3%	2.7	5.0%	-11.8%	1.4	2.4%
COc1ccc(CNCCC2(Cc3ccccc3)CC(C)N(C)CC2C)cc1OC (stereo not given)	2.3%	8.5%	7.1	-2.2%	-4.0%	-1.4	?
COc1ccc(S(=O)(=O)NCC2(N3CCOCC3)CCCCC2)cc1OC	1.4%	17.1%	·	·	-8.6%	·	?
Cc1onc(-c2c(Cl)cccc2Cl)c1C(=O)NCCCN1CCOCC1	-5.7%	·	-13.5	-1.0%	·	2.4	-10.8%
Cc1ccc(C(=O)Nc2ccc(S(=O)(=O)N3CCc4ccccc43)cc2)o1	-7.7%	·	8.6	3.5%	·	0.7	?
C=CCn1nc(-c2ccccc2)c2c(C)onc2c1=O	5.3%	-19.9%	-6.0	1.6%	-23.1%[1.15 µM]	-4.4	-16.3%
CC1CCN(c2nc3c(c(=O)n(C)c(=O)n3C)n2Cc2ccccc2)CC1	-2.6%	99.9%[activator]	-13.5	1.2%	?	-1.6	13.1µM*
O=C(CCN1C(=O)C2CCCCC2C1=O)N1CCN(S(=O)(=O)c2cccc(F)c2)CC1 (stereo not given)	1.4%	6.8%	·	·	?	·	-4.2%
COC(=O)C1=C(C)N(Cc2ccccc2)C(=S)N[C@H]1c1cccc(C(F)(F)F)c1	-2.7%	-25.1%&-28.5%	27.5*	-3.6%	43.3%[activator]	19.3*	?
Nc1nc2c(nc(SCc3ccccc3Br)n2[C@@H]2O[C@H](CO)[C@@H](O)[C@H]2O)c(=O)[nH]1	-0.3%	?	-8.7	-0.5%	-5.6%	-0.6	-32.0%[0.00184 µM]
CC(CC(=O)Nc1ccc(-c2ccno2)cc1)n1cccn1 (stereo not given)	0.0%	-5.9%	21.6	-3.8%	-22.0%	-2.6	-20.3%
CS(=O)(=O)N(Cc1nc(-c2ccc(F)cc2)no1)c1ccccc1Cl	3.1%	-2.8%	·	·	-18.8%	·	?
CCN(CC(=O)Nc1cccc(OC)c1)CC(=O)Nc1ccc(Br)c(C)c1	5.7%	87.4%[activator]	3.5	3.6%	-20.3%	-2.5	?
O=C(Nc1ccccc1N1CCCCC1)c1ccc(OC(F)F)cc1	-1.7%	-19.1%	-4.5	-8.1%	?	-4.0	?
Cn1c(=O)n(C)c2cc(C(=O)O)ccc21	-11.7%	-3.7%	-15.4	0.5%	?	-6.0	·
CC(=O)Nc1ccc(SCc2c(C)noc2C)cc1	-7.5%	-15.5%	-5.0	-1.8%	47.2%[activator]	-2.6	29.9%
COc1cccc(N2CC(=O)N(NC(=O)CSc3nc(C)cc(C)c3C#N)CC2=O)c1	0.5%	-13.8%	1.4	-1.0%	?	-4.0	-5.8%
CCC(Oc1ccccc1)C(=O)Nc1ccc(C)c(S(=O)(=O)N2CCOCC2)c1 (stereo not given)	-12.8%	0.1%	·	·	?	·	?

Screening results (PubChem BioAssay)
